Source: PubChem BioAssay (several laboratories)
Bim-Bcl-XL: disrupts Bim peptide binding to human Bcl-XL | Q07817 | bead flow cytometry, fluorescence | inhibition, % at 10 µM | actives 0.04% (n = 190,000)
Target sequence (Q07817 whole entry, looked up): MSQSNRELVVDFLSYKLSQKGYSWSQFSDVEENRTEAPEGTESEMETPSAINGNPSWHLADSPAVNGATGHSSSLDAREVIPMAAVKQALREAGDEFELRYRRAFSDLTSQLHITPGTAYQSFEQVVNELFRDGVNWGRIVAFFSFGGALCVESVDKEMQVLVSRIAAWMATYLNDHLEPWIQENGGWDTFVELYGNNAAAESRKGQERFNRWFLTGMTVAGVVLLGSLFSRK
Mcl-1 Bim block: human Bim-Mcl-1 interaction inhibition. Bead-based flow cytometry, Bim peptide-Mcl-1 binding. inhibition, % at 10 µM. actives 0.1% (n = 190,000);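 note: 0% = no compound tracer wells and 100% = peptide blocker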
Target sequence (Q07820 whole entry, looked up): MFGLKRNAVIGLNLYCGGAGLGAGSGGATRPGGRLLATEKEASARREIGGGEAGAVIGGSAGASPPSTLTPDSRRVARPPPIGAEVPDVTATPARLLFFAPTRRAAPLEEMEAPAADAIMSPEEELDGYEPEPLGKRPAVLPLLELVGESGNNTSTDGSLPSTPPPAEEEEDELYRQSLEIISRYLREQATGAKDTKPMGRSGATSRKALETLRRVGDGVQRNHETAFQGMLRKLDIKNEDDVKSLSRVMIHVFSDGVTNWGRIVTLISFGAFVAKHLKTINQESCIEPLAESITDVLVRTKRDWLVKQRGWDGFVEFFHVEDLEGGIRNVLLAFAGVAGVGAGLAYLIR
Bim-Bcl-B: disrupts Bim peptide binding to human Bcl-B; Q9HD36; bead-based flow cytometry; inhibition, % at 10 µM; actives 0.073% (n = 190,000); AID 951;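 note: 0% = tracer peptide without compound and 100% = reference inhibitor peptide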
Bim-Bcl-W: human Bim-Bcl-W interaction inhibition. Q92843. bead-based flow cytometry, Bim peptide-Bcl-W binding. inhibition, % at 10 µM. actives 0.02% (n = 190,000);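 note: 0% = bound tracer without compound and 100% = peptide blocker; higher means less fluorescent Bim peptide bound to Bcl-W beads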
RGS8-Gao reg: regulators of human RGS8-Galphao interaction | actives 0.34% (n = 220,000) | multiplexed bead flow cytometry, RGS8-Galphao binding; actives lie on both sides | P09471 | response (percent of control binding), % at 10 µM; in the data active = response below about 60% or above about 140%; inactive = in between;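 note: Galphao activated as the GDP aluminium fluoride complex binding bead-coupled RGS8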
Target sequence (P09471 whole entry, looked up): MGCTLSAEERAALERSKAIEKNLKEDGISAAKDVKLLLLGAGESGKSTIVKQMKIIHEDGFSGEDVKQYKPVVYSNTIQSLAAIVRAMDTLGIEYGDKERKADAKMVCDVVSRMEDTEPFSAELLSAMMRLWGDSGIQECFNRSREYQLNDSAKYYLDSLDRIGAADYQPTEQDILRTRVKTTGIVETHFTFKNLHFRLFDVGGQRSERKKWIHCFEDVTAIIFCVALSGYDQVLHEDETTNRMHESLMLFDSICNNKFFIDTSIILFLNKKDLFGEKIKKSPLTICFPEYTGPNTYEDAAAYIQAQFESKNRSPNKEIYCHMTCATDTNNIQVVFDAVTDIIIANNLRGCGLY
Mcl1 Noxa PPI: disrupts binding of human Mcl-1 to Noxa peptide; TR-FRET Mcl-1/Noxa peptide binding, 2 h; inhibition, % at 21.7 µM; actives 1.5% (n = 220,000);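 active = compounds that cut the protein-peptide binding signal by more than 50% relative to plate controls in a single-dose test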;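 note: His-tagged Mcl-1 with rhodamine Noxa BH3 peptide and terbium anti-His antibody; 0% = Mcl-1 plus Noxa peptide wells and 100% = peptide-only wells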
Mcl1 Bid PPI: disrupts binding of human Mcl-1 to Bid peptide. inhibition, % at 21.7 µM. AID 1021. actives 0.97% (n = 220,000). TR-FRET Mcl-1/Bid-Dy647 peptide binding, 1536-well;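 active = compounds that cut the binding signal by more than half at the single screening dose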;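 note: His-tagged Mcl-1 with europium anti-His antibody binding Bid BH3 peptide; 0% = Mcl-1 plus peptide wells and 100% = peptide-only wells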
Bcl-2 Bim block: human Bim-Bcl-2 interaction inhibition; P10415; Bead-based flow cytometry, Bim peptide-Bcl-2 binding; inhibition, % at 10 µM; actives 0.06% (n = 190,000); in the data active = inhibition above about 40%; inconclusive = no clear call, values can overlap the other calls;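 note: 0% = no compound wells with probe peptide and 100% = reference peptide inhibitor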
Bfl-1 Bim block: inhibitors of Bim-Bfl-1 interaction, human. Bead-based flow cytometry, Bim-Bfl-1 binding inhibition. Q16548. actives 0.12% (n = 190,000). inhibition, % at 10 µM;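 note: 0% = wells without compound plus tracer and 100% = blocker peptide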
RGS7-Gao: human RGS7-Galphao interaction regulation; P09471; Multiplexed bead flow cytometry, RGS7-Galphao binding; actives lie on both sides; binding response (% of control), % at 10 µM; actives 0.35% (n = 220,000); in the data active = binding response below about 49% or above about 150%; inconclusive = no clear call, values can overlap the other calls; inactive = in between;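 note: fluorescent Galphao held in activated GDP-AlF4 state binding bead-coupled RGS7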
RGS4-Gao reg: human RGS4-Galphao interaction regulation. P09471. Multiplexed bead flow cytometry, RGS4-Galphao binding; actives lie on both sides. binding response (% of control), % at 10 µM. actives 0.33% (n = 220,000); in the data active = binding response below about 49% or above about 150%; inactive = in between;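 note: fluorescent Galphao activated with aluminum fluoride binding bead-coupled RGS4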
An asterisk follows results filed as active; ? = inconclusive; · = not tested or not shown; [ ] = dose if it differs, or a comment. Cut-off read from the data, not from the text of the source, unless noted: active = inhibition above about 40%.

Value order – Mcl1 Bid PPI	Bfl-1 Bim block	Bcl-2 Bim block	Bim-Bcl-XL	Bim-Bcl-W	Bim-Bcl-B	Mcl-1 Bim block	RGS7-Gao	RGS4-Gao reg	RGS8-Gao reg	Mcl1 Noxa PPI
Cc1ccc(C(=O)Nc2cc([N+](=O)[O-])ccc2F)s1
    -14	-1	-1	-2	-2	-4	-4	103	96	91	17
Cc1ccc(N/C=C/C(=O)c2ccc(C)cc2)cc1
    -56	0	0	15	3	0	3	96	96	94	-23
Clc1ccc2nc(-c3ccccc3)c(CN3CCOCC3)n2c1
    -14	-1	0	0	1	0	0	102	102	99	9
C/C(=N\OCC(=O)Nn1c(=O)[nH]c2ccccc2c1=O)c1cccs1
    -24	-3	0	0	0	-2	-1	?	101	105	10
OCC1CCCCN1C(=S)Nc1ccc(Cl)cc1Cl (centres undefined)
    -49	-3	-4	-4	-2	-14	0	97	98	101	-2
Nc1nnc(-c2cccc([N+](=O)[O-])c2)o1
    -1	·	·	·	·	·	·	?	99	100	-1
Cc1ccc2c(CSc3nnc(C4CC4)n3N)cc(=O)oc2c1
    5	-7	-6	9	0	-7	-1	101	101	99	7
O=C(Nc1cccc(O)c1)c1noc2c1CCc1ccccc1-2
    14	-11	-9	0	-1	-8	0	104	106	105	4
COc1ccc(N2CCN(C(=O)c3ccc4c(c3)[nH]c(=S)n3c5ccccc5nc43)CC2)cc1
    -8	-5	-1	-6	-6	-10	-1	102	100	100	47
CCOC(=O)N1CCc2c(sc(NC(=O)CN(CC)CC)c2C#N)C1
    -11	·	·	·	·	·	·	?	102	101	-16
Cc1ccc(NC(=O)CSc2nc3c([nH]c4ccccc43)c(=O)n2C)cc1
    11	6	0	0	-1	1	-4	98	98	99	15
O=C(O)CCC(=O)NNC(=O)CCC1CCCCC1
    6	-3	-4	-7	-2	-7	-3	91	91	71	7
CCOc1ccc(NS(=O)(=O)c2cc(OC)ccc2OC)cc1
    -69	-2	-4	-1	0	-4	-3	104	99	102	0
CCOC(=O)C1=C(C)OC(N)=C(C#N)C1c1ccsc1 (centres undefined)
    -21	0	-3	0	0	-1	0	97	100	99	10
O=C(COc1ncnc2sccc12)NC1CCCc2ccccc21 (centres undefined)
    0	-15	-8	-13	-7	-13	-4	100	100	100	13
CC(=O)c1cccc(NS(=O)(=O)c2ccc3c(c2)oc(=O)n3C)c1
    -23	-10	-3	-15	5	-4	0	98	102	100	-8
CCc1c(O)nc(SCC(N)=O)n(-c2ccccc2F)c1=O
    -69	0	-3	-1	-4	-1	-1	103	101	100	13
Cc1ccc(NC(=O)c2sc(Cl)nc2C)c(C)c1
    -20	-2	-3	-2	0	-2	-1	106	104	104	-17
Cc1ccc(SCC(=O)Nc2ccccc2C(=O)O)cc1
    8	-2	-1	-4	-4	0	-3	98	99	91	11
O=C(CSCc1ccc([N+](=O)[O-])cc1)NCCSCc1ccccc1
    -51	0	4	5	0	0	3	86	82	92	-10

Compounds listed so far containing a COOH group:
Value order – Mcl1 Bid PPI	Bfl-1 Bim block	Bcl-2 Bim block	Bim-Bcl-XL	Bim-Bcl-W	Bim-Bcl-B	Mcl-1 Bim block	RGS7-Gao	RGS4-Gao reg	RGS8-Gao reg	Mcl1 Noxa PPI
O=C(O)CCC(=O)NNC(=O)CCC1CCCCC1
    6	-3	-4	-7	-2	-7	-3	91	91	71	7
Cc1ccc(SCC(=O)Nc2ccccc2C(=O)O)cc1
    8	-2	-1	-4	-4	0	-3	98	99	91	11

The listing continues.
Value order – Mcl1 Bid PPI	Bfl-1 Bim block	Bcl-2 Bim block	Bim-Bcl-XL	Bim-Bcl-W	Bim-Bcl-B	Mcl-1 Bim block	RGS7-Gao	RGS4-Gao reg	RGS8-Gao reg	Mcl1 Noxa PPI
O=[N+]([O-])c1ccc(Sc2n[nH]c(-c3ccco3)n2)nc1
    -27	-3	0	-2	0	-5	-1	105	101	102	17
COCCn1c(C)nc2oc3ccc(Br)cc3c(=O)c2c1=O
    1	1	1	-1	-1	3	0	97	94	101	8
COc1ccc(-c2oc(NC(C)=O)c(C#N)c2-c2ccc(OC)cc2)cc1
    -9	-6	-6	-5	4	-2	1	102	100	106	24
COc1ccccc1NC(=O)C(=N\O)/C(C)=N/O
    -11	-1	-2	-4	-3	-5	-3	99	100	101	-2
C=CCn1c(O)c(/C=C2\C=NN=C2c2ccccc2)sc1=S
    -6	·	·	·	·	·	·	?	88	91	-8
O=[N+]([O-])c1cc2c(cc1/C=N/n1c(-c3ccccc3)n[nH]c1=S)OCO2
    -121	3	-3	6	4	-21	-1	106	102	97	25
COc1cccc(NC(=O)CSc2nnc(Cn3cnc([N+](=O)[O-])n3)n2C)c1
    -4	-16	-10	-8	-6	-10	-5	98	103	100	17
COc1ccc(-c2ncc3ccccn23)cc1
    -3	-11	-4	-10	-4	-7	-5	99	98	98	4
CCOc1cc(/C=N/Nc2nc(N3CCCCC3)nc(N3CCCCC3)n2)ccc1OC(=O)c1ccco1
    -18	-5	-4	-2	0	-2	1	102	102	100	-13
Cc1ccc(SCCNC(=O)/C=C/c2ccc(Cl)cc2)cc1
    -31	-1	0	-5	-1	-2	-1	105	102	105	0
CCCCNC(=O)NS(=O)(=O)c1ccc(C(=O)OC)o1
    7	-7	-7	-12	0	-5	5	92	94	97	22
CN(C)CCCNCC(=O)Nc1ccccc1N1CCOCC1
    62*	-20	-8	-10	-1	-9	-6	98	103	99	1
CC(C)(C)SCCNC(=O)CN(c1ccccc1)S(=O)(=O)c1ccc(F)cc1
    -42	-7	-4	0	0	-1	0	98	98	102	9
CC(Sc1nnc2c(n1)C1(C)CCC2C1(C)C)C(=O)Nc1ccccc1 (centres undefined)
    -8	-10	0	-3	3	-5	3	102	99	100	-5
COc1cc2c3nnc(-c4ccccc4)c-3cn(Cc3ccccc3F)c2cc1OC
    -57	-1	0	-4	-1	-12	-2	88	87	90	-34
Cn1c(=O)c2[nH]c(CNc3ccc(C(=O)O)cc3)nc2n(C)c1=O
    -19	·	·	·	·	·	·	?	99	100	-23
COc1ccc(NS(=O)(=O)c2ccc(NS(=O)(=O)c3ccc(SC)cc3)cc2)c(OC)c1
    -8	0	-1	-4	-2	2	0	103	108	100	-13
O=C(NCc1cccnc1)c1ccc2c(=O)n(CCCN3CCCC3=O)c(=S)[nH]c2c1
    -31	-10	0	-4	1	-8	1	100	85	97	2
O=C(COc1ccc(-n2cnnn2)cc1)NC(=O)NCc1ccccc1
    -30	0	0	4	0	0	0	92	81	96	11
CC(C)c1ccc(-n2ccnc2SCC(=O)O)cc1
    -5	-6	0	-1	-2	0	-1	102	100	99	9
N#Cc1ccc(NC(=S)NC(=O)CCc2ccc(S(=O)(=O)N3CCOCC3)cc2)cc1
    -16	-4	-5	-2	-2	-6	-3	101	100	100	22
FC(F)(F)c1ccccc1NC(=S)NN1CCOCC1
    -71	-10	-13	-1	2	-21	-56	95	97	99	7
O=c1[nH]cnc2sc3c(c12)CCCCC3
    -8	-5	-3	0	0	-2	0	100	99	101	6
COc1cc(NC(=O)c2cccs2)c(C(=O)OCC(=O)c2cc(C)n(-c3ccc(F)cc3)c2C)cc1OC
    -36	0	0	-6	-4	0	-3	101	102	103	1
Cc1ccc(S(=O)(=O)N(C)c2ccc(OCC(=O)Nc3nnc(C4CC4)s3)cc2)cc1
    -35	5	3	-1	0	1	1	?	97	99	24
Cn1nc(-c2ccc(C(=O)Nc3cccnc3)cc2)c2ccccc2c1=O
    5	-8	-6	3	2	-8	-1	101	102	104	12
COc1ccc(CCNC(=O)Cn2c(=O)n(CCCC(=O)NCc3ccco3)c(=O)c3sccc32)cc1OC
    0	-2	-6	-1	0	0	-1	100	103	103	7
Cc1ccc(-c2nnn(CC(=O)N(CC3CCCO3)C(C(=O)NC3CCCC3)c3ccc(F)cc3)n2)o1 (centres undefined)
    -10	-7	-2	-4	-1	-4	0	98	103	104	21
Clc1ccc(CSc2nnc([C@@H]3CCCN3)o2)cc1
    -4	-10	-6	-2	0	-9	0	101	97	99	18
c1ccc(Cn2cc(CN3CCCCO3)c(-c3ccc4c(c3)OCO4)n2)cc1
    -16	-4	-7	-1	-1	-5	-1	100	90	99	0
O=c1c(Cc2ccc(F)cc2)c(O)ccn1C1CC1
    -29	-11	-4	-4	-3	-7	0	101	107	102	4
NS(=O)(=O)c1cc(C(=O)OCC(=O)c2ccc3c(c2)OCCO3)ccc1Cl
    -11	-4	-3	1	0	0	1	179*[activator]	106	102	2
N#Cc1c(Nc2cccc(F)c2)sc2c(O)cc(=O)[nH]c12
    -136	-3	0	-1	0	0	3	?	102	102	54*
CC(=O)NC1=NN(C(C)=O)C2(CCCCC2)S1
    -8	-1	-1	-5	0	-2	0	101	103	105	-10
CCCN1Cc2cccc(C(=O)Nc3ccc(S(=O)(=O)N4CCCCCC4)cc3)c2C1=O
    1	-10	-7	-6	0	-13	-5	96	95	95	6
CC1CN(c2cc(=O)n(-c3cccc(Br)c3)c(=O)[nH]2)CC(C)O1 (centres undefined)
    -33	-11	-10	-1	-3	-3	0	99	102	97	-6
Cc1ccc(NC(=O)CSc2nc(NS(=O)(=O)c3ccc(C)cc3)cc(=O)[nH]2)cc1
    -24	0	0	0	0	0	-1	93	92	96	21
COCCNC(=O)c1cc(S(=O)(=O)N2CCOCC2)ccc1SCc1cccc(OC)c1OC
    -2	-5	-4	-3	-9	-4	0	102	102	99	7
O=C(O)Cn1c(=O)cnc2ccccc21
    -10	-9	-1	1	7	-1	0	103	102	104	7
Cc1cccc(C(=O)Nc2c(C#N)c(C)c(C)n2Cc2ccccc2)c1
    -14	-2	-5	-3	-6	-3	-11	101	103	107	10
COc1ccccc1NC(=O)c1c(Nc2ccccc2F)sc(C(=O)Nc2cccc(Cl)c2)c1N
    -12	0	-3	-11	-4	-9	-6	102	103	101	-8
CCNc1nc(NC(C)(C)C)nc(Oc2ccc(=O)n(-c3ccccc3)n2)n1
    -19	-2	-2	0	0	-2	1	108	108	105	7
COc1ccc(NC(=O)C2CCCN(S(=O)(=O)c3cccnc3)C2)cc1 (centres undefined)
    0	-13	-13	-7	-3	-11	-4	98	100	99	5
Cc1ccsc1/C=N/NC(=O)c1c[nH]c2ccccc12
    -16	-8	-2	-4	3	-3	1	99	97	99	6
CCO[C@@H]1OC(C(=O)N2CCCCCCC2)=C[C@H](c2cn(C(C)=O)c3ccccc23)[C@H]1CCCO
    13	-3	0	-1	-1	-5	0	97	104	99	-10
CS(=O)(=O)N1CCN(c2ccccc2NC(=O)c2cccnc2)CC1
    -1	-9	-3	-5	-1	-4	1	101	100	100	18
O=C(C1CCN(c2ccc(N3CCOCC3)nn2)CC1)N1CCN(c2ccc(F)cc2)CC1
    ·	-2	-7	1	-2	-3	-4	100	100	104	·
COc1ccccc1S(=O)(=O)Cc1ccc(C(=O)NCCN2CCCC2)o1
    -26	-12	-5	0	1	-5	1	103	102	103	0
Cc1nc(C(=O)N2CCc3c([nH]c4ccccc34)C2c2cc(F)ccc2F)cs1 (centres undefined)
    -63	-4	-8	-2	-1	-2	0	141	141	126	-5
CC1=NN(C(C#N)c2ccccc2)C(C)(C)C1 (centres undefined)
    -40	-6	-2	-1	4	-1	13	94	93	95	-19
